Screens as filed in PubChem BioAssay.
CHRM4 agonist = human M4 muscarinic receptor agonists, primary screen, CHO-K1 cells, Fluo-8 calcium fluorescence. actives 0.14% (n = 360,000). CHO-K1 hM4/Gqi5; vehicle 0%, full acetylcholine response 100%. activation, % at 3 µM;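 active = activation above the run mean over all test wells plus 3 SD, cut at about 32% in these data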;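 note: peak over basal fluorescence ratio per well then scaled between controls; 0% = DMSO wells and 100% = acetylcholine at EC100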
CHRM1 antagonist = human M1 muscarinic receptor antagonists, primary screen, CHO-K1 cells, Fluo-8 calcium fluorescence, 1536-well; inhibition, % at 3 µM; actives 1.3% (n = 360,000); Muscarinic acetylcholine receptor M1 (Homo sapiens), P11229; CHO-K1 hM1, ACh EC80 antagonist;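 active = percent inhibition above its own plate's cutoff, namely the mean of that plate's compound wells plus 3 SD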;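 note: peak over basal fluorescence ratio during 140 s after agonist addition; 0% = ACh EC80 plus DMSO and 100% = DMSO alone without agonist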
Target sequence (P11229 whole entry, looked up): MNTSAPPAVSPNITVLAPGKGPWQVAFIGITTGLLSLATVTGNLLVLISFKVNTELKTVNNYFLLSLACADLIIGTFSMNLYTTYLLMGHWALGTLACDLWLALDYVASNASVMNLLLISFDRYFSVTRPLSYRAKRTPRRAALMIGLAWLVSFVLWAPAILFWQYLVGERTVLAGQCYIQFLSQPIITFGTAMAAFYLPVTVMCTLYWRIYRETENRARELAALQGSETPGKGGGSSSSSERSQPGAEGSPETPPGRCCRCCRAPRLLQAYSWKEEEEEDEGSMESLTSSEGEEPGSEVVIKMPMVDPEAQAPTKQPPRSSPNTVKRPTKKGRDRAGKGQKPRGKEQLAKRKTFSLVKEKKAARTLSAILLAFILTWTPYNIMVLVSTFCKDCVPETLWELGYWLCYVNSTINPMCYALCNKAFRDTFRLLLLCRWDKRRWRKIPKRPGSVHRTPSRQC
CHRM5 PAM = human M5 muscarinic receptor positive allosteric modulators, primary screen, CHO-K1 cells, Fluo-8 calcium fluorescence; CHO-K1 hM5, ACh EC20 PAM; 0% = ACh EC20, 100% = ACh EC100; activation, % at 3 µM; actives 0.3% (n = 360,000); AID 624038, 2012;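 active = activation above the run cutoff, the mean activation of all test compounds plus 3 SD, cut at about 18% in these data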
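System: CHO-K1 cell line with stable human muscarinic M5 receptor expression | Also added: EC20 acetylcholine as agonist stimulus | Compound: One concentration, 3 µM final (nominal) | Timing: Fluo-8 loading 80 min at 37 °C plus 30 min room temperature | Measured by: Fluo-8 calcium dye fluorescence, kinetic read | Read-out basis: % activation, ACh-normalized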
TAAR1 agonist = human TAAR1 agonists, primary screen, Fluo-8 calcium fluorescence, CHO RD-HGA16 cells; activation, % at 3 µM; Trace amine-associated receptor 1 (Homo sapiens), Q96RJ0; actives 0.99% (n = 360,000); vehicle wells 0%, saturating PEA agonist 100%; AID 624467, 2012;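 active = activation above the mean activation of all test compounds in the run plus 3 SD, cut at about 38% in these data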
Target sequence (Q96RJ0 whole entry, looked up): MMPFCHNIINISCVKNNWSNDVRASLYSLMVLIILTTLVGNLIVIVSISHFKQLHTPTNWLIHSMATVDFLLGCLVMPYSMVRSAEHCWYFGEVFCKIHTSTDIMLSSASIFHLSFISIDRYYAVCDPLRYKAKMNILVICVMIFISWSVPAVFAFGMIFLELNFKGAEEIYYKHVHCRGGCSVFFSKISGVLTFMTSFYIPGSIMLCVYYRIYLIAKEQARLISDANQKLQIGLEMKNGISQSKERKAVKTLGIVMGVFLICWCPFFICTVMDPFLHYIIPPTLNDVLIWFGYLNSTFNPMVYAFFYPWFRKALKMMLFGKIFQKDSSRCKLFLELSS
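System: CHO-derived RD-HGA16 cells with stable Gα16 and human TAAR1 / Times: 17-24 h plating, Fluo-8 75 min 37 °C, 30 min RT / Technique: calcium-sensitive Fluo-8 signal, excitation 470-495, emission 515-575 nm / Measure: % activation relative to PEA EC100 response / Benchmarks: DMSO and PEA EC100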
M4 antag = human M4 muscarinic receptor antagonists, primary screen, CHO cells, Fluo-8 calcium fluorescence; AID 624125, 2012; CHO-hM4 cells, ACh EC80; Muscarinic acetylcholine receptor M4 (Homo sapiens), P08173; inhibition, % at 3 µM; actives 0.73% (n = 360,000);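 active = inhibition above its plate's cutoff, the mean inhibition of sample wells plus 3 SD, cut at about 27% in these data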;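 note: 0% = acetylcholine EC80 with DMSO and 100% = DMSO without agonist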
CHRM5 antagonist = human M5 muscarinic receptor antagonists, primary screen, CHO cells, Fluo-8 calcium fluorescence | actives 0.59% (n = 360,000) | CHO-hM5 cells, ACh EC80 | inhibition, % at 3 µM | AID 624040, 2012 | Muscarinic acetylcholine receptor M5 (Homo sapiens), P08912;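 active = inhibition above a per-plate cutoff, the mean of that plate's test compounds plus 3 SD, cut at about 27% in these data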;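 note: 0% = acetylcholine EC80 with DMSO and 100% = DMSO without agonist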
CHRM1 PAM = human M1 muscarinic receptor positive allosteric modulators, primary screen, CHO-K1 cells, Fluo-8 calcium fluorescence, 1536-well; activation, % at 3 µM; CHO-K1 hM1, ACh EC20; 0% = ACh EC20, 100% = maximal ACh; Muscarinic acetylcholine receptor M1 (Homo sapiens), P11229; actives 0.088% (n = 360,000); in the data active = activation above about 19%, passing the limit was not always enough
CHRM1 agonist = human M1 muscarinic receptor agonists, primary screen, Fluo-8 calcium fluorescence, CHO-K1 cells, HTS; Muscarinic acetylcholine receptor M1 (Homo sapiens), P11229; CHO-K1 hM1, agonist mode; 0% DMSO, 100% acetylcholine EC100; activation, % at 3 µM; actives 0.33% (n = 360,000);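 active = activation above the run's mean compound activation plus 3 SD, cut at about 16% in these data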;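 note: peak over basal fluorescence ratio within a 140 s kinetic read after compound addition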
CHRM5 agonist = human M5 muscarinic receptor agonists, primary screen, CHO-K1 cells, Fluo-8 calcium fluorescence. actives 0.19% (n = 360,000). AID 624037, 2012. activation, % at 3 µM. CHO-K1 hM5 cells; 0% DMSO wells, 100% maximal acetylcholine response;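 active = activation above the run's mean over test compounds plus 3 SD, cut at about 23% in these data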;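 note: signal is peak over basal fluorescence ratio across the kinetic read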
Starred values were filed as active, the others as inactive. A portion of the library; the hit share may differ from the screen's.

Screening COc1ccc(-n2c(Cc3cccn3C)nnc2SCC(=O)Nc2nccs2)cc1 returned CHRM4 agonist 1, CHRM1 antagonist -7, CHRM5 PAM -4, TAAR1 agonist -1, M4 antag -2, CHRM5 antagonist 1, CHRM1 PAM -2, CHRM1 agonist -6 and CHRM5 agonist -2.
Screening CC1CCN(C(=O)c2ccc(S(=O)(=O)NCc3ccco3)cc2)CC1 returned CHRM4 agonist 6, CHRM1 antagonist -12, CHRM5 PAM -3, TAAR1 agonist 1, M4 antag -24, CHRM5 antagonist -8, CHRM1 PAM 9, CHRM1 agonist 1 and CHRM5 agonist -3.
O=C(O)c1[nH]nc2c1COc1ccccc1-2 was read as CHRM4 agonist 0, CHRM1 antagonist -6, CHRM5 PAM -1, TAAR1 agonist 8, M4 antag -3, CHRM5 antagonist 9, CHRM1 PAM 1, CHRM1 agonist -2 and CHRM5 agonist 0.
For O=C1CC(c2cccc(Cl)c2)CC(O)=C1C=NCCCO (stereo not drawn) the results were CHRM4 agonist 0, CHRM1 antagonist -23, CHRM5 PAM 4, TAAR1 agonist 11, M4 antag 0, CHRM5 antagonist -12, CHRM1 PAM 2, CHRM1 agonist -2 and CHRM5 agonist -1.
Cc1ccccc1CN1CCN(C(=O)c2cccc(F)c2)CC1 was read as CHRM4 agonist 0, CHRM1 antagonist -6, CHRM5 PAM -5, TAAR1 agonist 5, M4 antag 2, CHRM5 antagonist -3, CHRM1 PAM 5, CHRM1 agonist -6 and CHRM5 agonist -7.
For O=C(NC1CCCC1)C(c1cccnc1)N(C(=O)c1csnn1)c1ccc(F)cc1 (stereo not drawn) the results were CHRM4 agonist 14, CHRM1 antagonist -10, CHRM5 PAM -2, TAAR1 agonist 16, M4 antag -39, CHRM5 antagonist -9, CHRM1 PAM 5, CHRM1 agonist -3 and CHRM5 agonist 3.
COc1ccc(CCN(C(=O)/C=C/C(=O)O)C2CC(=O)N(c3ccccc3)C2=O)cc1 (stereo not drawn) was read as CHRM4 agonist 1, CHRM1 antagonist 8, CHRM5 PAM 3, TAAR1 agonist 0, M4 antag 3, CHRM5 antagonist 1, CHRM1 PAM 4, CHRM1 agonist -2 and CHRM5 agonist -1.
For Cc1cc(OCc2nn[nH]n2)c2c(C)c(CC(=O)O)c(=O)oc2c1 the results were CHRM4 agonist 0, CHRM1 antagonist -8, CHRM5 PAM -5, TAAR1 agonist 0, M4 antag -1, CHRM5 antagonist 1, CHRM1 PAM 10, CHRM1 agonist 0 and CHRM5 agonist 0.
`CCOC(=O)[C@]12CCCC=C1N(Cc1ccccc1)C(=O)[C@H](CC(=O)N1CCC(c3ccccc3)CC1)C2` gave CHRM4 agonist 3, CHRM5 PAM -10, TAAR1 agonist -1, M4 antag -10, CHRM5 antagonist 4 and CHRM5 agonist -1.
For CCOc1ccc(CCNC(=O)COC(=O)c2ccccc2O)cc1OCC the results were CHRM4 agonist 2, CHRM1 antagonist -20, CHRM5 PAM 5, TAAR1 agonist 7, M4 antag 4, CHRM5 antagonist 3, CHRM1 PAM 13, CHRM1 agonist -4 and CHRM5 agonist -4.
For CCOC(=O)C1(C)CCN1C(=O)c1cc(F)ccc1C (stereo not drawn) the results were CHRM4 agonist 1, CHRM1 antagonist -7, CHRM5 PAM -2, TAAR1 agonist 1, M4 antag -23, CHRM5 antagonist 6, CHRM1 PAM 3, CHRM1 agonist -1 and CHRM5 agonist -4.
`CCOC(=O)C1=NN(c2ccc(Cl)cc2)/C(=C/C2=NCCc3cc(OC)c(OC)cc32)S1` gave CHRM4 agonist 0, CHRM1 antagonist -4, CHRM5 PAM 9, TAAR1 agonist 6, M4 antag -5, CHRM5 antagonist -2, CHRM1 PAM 7, CHRM1 agonist -4 and CHRM5 agonist 3.
Screening COc1ccccc1N(CC(=O)Nc1ccc2c(c1)OCCO2)S(C)(=O)=O returned CHRM4 agonist 2, CHRM1 antagonist -18, CHRM5 PAM 7, TAAR1 agonist 6, M4 antag -4, CHRM5 antagonist -3, CHRM1 PAM 5, CHRM1 agonist -2 and CHRM5 agonist -2.
For CCCCCn1nc(-c2ccccc2)c2nc3ccccc3nc21 the results were CHRM4 agonist 1, CHRM1 antagonist 3, CHRM5 PAM 1, TAAR1 agonist 12, M4 antag 6, CHRM5 antagonist 2, CHRM1 PAM 3, CHRM1 agonist -2 and CHRM5 agonist 1.
For CCOC(=O)c1c(S(=O)(=O)NCC(=O)N2CCN(c3ccc(OC)cc3)CC2)c(C)n(C)c1C the results were CHRM4 agonist -1, CHRM1 antagonist -18, CHRM5 PAM 2, TAAR1 agonist -1, M4 antag -10, CHRM5 antagonist 10, CHRM1 PAM 19, CHRM1 agonist -4 and CHRM5 agonist -7.
CC(C)(C)N(Cc1ccccc1)C(=O)COC(=O)CCN1C(=O)C2CC=CCC2C1=O (stereo not drawn) was read as CHRM4 agonist 7, CHRM1 antagonist 9, CHRM5 PAM 4, TAAR1 agonist 2, M4 antag 6, CHRM5 antagonist 7, CHRM1 PAM -4, CHRM1 agonist -1 and CHRM5 agonist 5.
For CCCn1c(N)c(C(c2ccc(OC)cc2)N2CCN(c3ccccc3)CC2)c(=O)[nH]c1=O (stereo not drawn) the results were CHRM4 agonist 1, CHRM1 antagonist 6, CHRM5 PAM 0, TAAR1 agonist 6, M4 antag 1, CHRM5 antagonist 11, CHRM1 PAM -4, CHRM1 agonist -1 and CHRM5 agonist -10.
`O=C(COC(=O)c1cc([N+](=O)[O-])ccc1NCc1ccccc1)NC1CCCc2ccccc21` (stereo not drawn) gave CHRM4 agonist 0, CHRM1 antagonist 5, CHRM5 PAM -9, TAAR1 agonist 10, M4 antag 3, CHRM5 antagonist 3, CHRM1 PAM 1, CHRM1 agonist -3 and CHRM5 agonist -4.
`CCOC(=O)CCc1nn(C)c(=O)c2ccccc12` gave CHRM4 agonist 3, CHRM1 antagonist -6, CHRM5 PAM -14, TAAR1 agonist 4, M4 antag 0, CHRM5 antagonist 67*, CHRM1 PAM 7, CHRM1 agonist -7 and CHRM5 agonist -3.
`COc1cc(/C=C2\C(=O)N(C)C(=S)N2C)ccc1O` gave CHRM4 agonist 2, CHRM1 antagonist -11, CHRM5 PAM 1, TAAR1 agonist 1, M4 antag 1, CHRM5 antagonist 1, CHRM1 PAM 6, CHRM1 agonist -8 and CHRM5 agonist -1.

The list goes on; the last two above are carried over.
`CCOC(=O)CCc1nn(C)c(=O)c2ccccc12` gave CHRM4 agonist 3, CHRM1 antagonist -6, CHRM5 PAM -14, TAAR1 agonist 4, M4 antag 0, CHRM5 antagonist 67*, CHRM1 PAM 7, CHRM1 agonist -7 and CHRM5 agonist -3.
`COc1cc(/C=C2\C(=O)N(C)C(=S)N2C)ccc1O` gave CHRM4 agonist 2, CHRM1 antagonist -11, CHRM5 PAM 1, TAAR1 agonist 1, M4 antag 1, CHRM5 antagonist 1, CHRM1 PAM 6, CHRM1 agonist -8 and CHRM5 agonist -1.
Screening COc1cc(/C=C2/SC(=O)N(Cc3ccccc3Cl)C2=O)ccc1OCc1ccncc1 returned CHRM4 agonist 1, CHRM1 antagonist -8, CHRM5 PAM 4, TAAR1 agonist 17, M4 antag -9, CHRM5 antagonist -7, CHRM1 PAM 6, CHRM1 agonist -4 and CHRM5 agonist 0.
O=C(Cc1cccs1)Nc1cccc([N+](=O)[O-])c1 was read as CHRM4 agonist 1, CHRM1 antagonist -1, CHRM5 PAM -3, TAAR1 agonist 1, M4 antag 3, CHRM5 antagonist 2, CHRM1 PAM 10, CHRM1 agonist -3 and CHRM5 agonist -2.
CC1(Cc2ccccc2OC(F)(F)F)C(=O)Nc2cc(-c3ccccc3Cl)ccc21 (stereo not drawn) was read as CHRM4 agonist 0, CHRM1 antagonist 1, CHRM5 PAM -4, TAAR1 agonist 0, M4 antag -3, CHRM5 antagonist 1, CHRM1 PAM 2, CHRM1 agonist -1 and CHRM5 agonist -1.
`O=C(Cc1ccsc1)NCc1ccccc1F` gave CHRM4 agonist 1, CHRM1 antagonist -10, CHRM5 PAM 8, TAAR1 agonist 0, M4 antag 4, CHRM5 antagonist -15, CHRM1 PAM 7, CHRM1 agonist -4 and CHRM5 agonist -3.
Screening O=C(COC(=O)c1ccc(S(=O)(=O)Nc2ccccc2)cc1)NC1CCCC1 returned CHRM4 agonist 4, CHRM1 antagonist 2, CHRM5 PAM 0, TAAR1 agonist 16, M4 antag -5, CHRM5 antagonist -12, CHRM1 PAM 1, CHRM1 agonist -13 and CHRM5 agonist 1.
c1ccc(-c2nnc(-c3ccco3)n2-c2ccccc2)cc1 was read as CHRM4 agonist 0, CHRM1 antagonist -7, CHRM5 PAM -5, TAAR1 agonist 3, M4 antag 8, CHRM5 antagonist 3, CHRM1 PAM 9, CHRM1 agonist -4 and CHRM5 agonist -2.
CN(C)c1ccc(C(=O)NNC(=O)C23CC4CC(CC(C4)C2)C3)cc1 was read as CHRM4 agonist 0, CHRM1 antagonist -18, CHRM5 PAM 7, TAAR1 agonist 3, M4 antag -1, CHRM5 antagonist 1, CHRM1 PAM 9, CHRM1 agonist -2 and CHRM5 agonist 2.
Screening C/C(=N\NC(=O)c1ccccc1O)c1cccc(NC(=O)c2ccccc2)c1 returned CHRM4 agonist 1, CHRM1 antagonist -13, CHRM5 PAM -9, TAAR1 agonist -3, M4 antag -5, CHRM5 antagonist 11, CHRM1 PAM 5, CHRM1 agonist 2 and CHRM5 agonist -1.
CC(=O)Nc1ccc(NC(=O)CSc2nnc(NC(=O)C3CC3)s2)cc1 was read as CHRM4 agonist 1, CHRM1 antagonist -21, CHRM5 PAM 7, TAAR1 agonist 2, M4 antag -1, CHRM5 antagonist 0, CHRM1 PAM 14, CHRM1 agonist 0 and CHRM5 agonist -3.
`CC(C)C(NC(=O)c1ccc(F)cc1)C(=O)NCC1CCCO1` (stereo not drawn) gave CHRM4 agonist 1, CHRM1 antagonist 4, CHRM5 PAM 0, TAAR1 agonist 3, M4 antag 1, CHRM5 antagonist 2, CHRM1 PAM -2, CHRM1 agonist -3 and CHRM5 agonist 0.
For CCOC(=O)CNS(=O)(=O)c1ccc2c3c(cccc13)C(=O)N2CC the results were CHRM4 agonist 15, CHRM1 antagonist 17, CHRM5 PAM 5, TAAR1 agonist 0, M4 antag 5, CHRM5 antagonist 6, CHRM1 PAM -14, CHRM1 agonist -6 and CHRM5 agonist -11.
